# AID2073 – inhibitors of Mint1-CaV2.2 protein interaction, biochemical, HTRF (AID 2073); HTRF protein-protein interaction, Mint1-CaV2.2; higher % means a stronger effect; inhibition, % at 20 µM, or IC50 in µM where a hit was titrated; 290,000 compounds, 0.19% hits; in the data active means inhibition mostly above about 51%, no sharp cut-off; inconclusive means no clear call, values can overlap the other calls; inactive means mostly below about 53%; further: some results filed as inactive read as strong as hits
# NOD2 inhibition – NOD2 signaling inhibitors, cell-based, luminescence, uHTS, HEK293 (AID 1566) | HEK293 NOD2/NF-kB luciferase reporter, luminescence; higher % means a stronger effect | one-dose inhibition, % at 4 µM; EC50 in µM for titrated hits | 290,000 compounds, 0.63% hits; further: many of its hits are not listed in these tables
# West Nile virus CPE – inhibition of WNV-induced cytopathic effect – cell-based, CPE readout (AID 1621); West Nile virus-infected cells, CPE inhibition; higher % means a stronger effect; one-dose CPE inhibition, % at 10 µM; IC50 in µM for titrated hits; 290,000 compounds, 0.02% hits; in the data active means a potency from the dose series; inconclusive means CPE inhibition mostly from about 3.7% at the one dose, without a potency; inactive means the rest, 99 in 100 with CPE inhibition below about 2.2%; further: strong numbers were not always called active
# KOR beta-arrestin-1 – kappa opioid receptor blockers – cell-based, luminescence, uHTS (AID 1778); KOR beta-arrestin recruitment, luminescence, antagonist mode; higher % means a stronger effect; inhibition, % at 10 µM, or IC50 in µM where a hit was titrated; 290,000 compounds, 0.091% hits; further: strong numbers were not always called active
# Yfh1-depleted yeast – mitochondrial function rescue without frataxin homolog – Friedreich's ataxia, plus single-dose screen, dose response (AID 1465); S. cerevisiae Yfh1-off respiration, WST-1 reduction, 72 h; higher fold induction means a stronger effect; 220,000 compounds, 0.074% hits; fold induction at 50 µM, or EC50 in µM where a hit was titrated;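 active means fold induction of absorbance versus untreated yeast above a set limit, then at least 30% activation at any dose in follow-up; inconclusive means repeats straddling the limit, or above it without dose testing; inactive means fold induction below the set limit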;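 further: activators that raise dye reduction in frataxin-depleted yeast; strong numbers were not always called active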
# HIV fusion peptide – cell-free HIV fusion peptide-binding blockers – biochemical, uHTS, fluorescence dequenching, primary screen (AID 1986). cell-free peptide binding, fluorescence dequenching, 30 min; higher % means a stronger effect. 290,000 compounds, 0.3% hits. inhibition, % at 20 µM; hits with a dose series show IC50 in µM; in the data active means inhibition mostly above about 52%, no sharp cut-off; inactive means mostly below about 76%; further: some results filed as inactive read as strong as hits
# NS5 inhibitors – flavivirus cap methylation enzyme inhibition – biochemical, confirmation dose response, primary screen (AID 588689); Dengue-2 NS5 methyltransferase capping enzyme assay, biochemical; higher % means a stronger effect; inhibition, % at 25 µM, or IC50 in µM where a hit was titrated; 340,000 compounds, 0.3% hits; in the data active means a potency from the dose series; inconclusive means inhibition above about 29% without an active follow-up result
# KOR beta-arrestin-2 – KOR agonists, beta-arrestin recruitment, primary screen, cell-based, luminescence, uHTS (AID 1777); KOR beta-arrestin recruitment, luminescence; higher % means a stronger effect; activation, % at 10 µM, or EC50 in µM where a hit was titrated; 280,000 compounds, 0.02% hits; in the data active means activation above about 50%, passing the limit was not always enough; further: a part of the inactive calls stands beside numbers as strong as those of hits
# NOD1 inhibition – NOD1 signaling inhibitors, primary screen, cell-based, luminescence, uHTS (AID 1578); inhibition, % at 4 µM; hits with a dose series show EC50 in µM; 290,000 compounds, 1% hits; NOD1-driven NF-kB luciferase reporter cells, luminescence; higher % means a stronger effect; in the data active means inhibition mostly above about 36%, no sharp cut-off; inactive means mostly below about 34%;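 further: HEK-293T reporter cells stimulated with the NOD1 agonist gamma-tri-DAP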
# * = called active by the depositor; i = inactive; ? = inconclusive; . = not tested or not shown; [ ] = another dose, or the depositor's remark. Unless noted, no stated cut-off is given here; in the data, active means inhibition above about 50%; inactive means the rest.
SMILES,AID2073,NOD2 inhibition,West Nile virus CPE,KOR beta-arrestin-1,Yfh1-depleted yeast,HIV fusion peptide,NS5 inhibitors,KOR beta-arrestin-2,NOD1 inhibition
Cn1cnc([N+](=O)[O-])c1Oc1cccc2ccccc12,-8%,0%,13%,-16%,i,0.0%,-2%,11%,-8%
O=C(Nc1ccc(NC(=O)C23CC4CC(CC(C4)C2)C3)cc1)c1cc(F)c(F)cc1Cl,2%,11%,0.2%,7%,i,-1.4%,3%,2.0%,-22%
O=C(O)Cn1c(SCc2cccc3ccccc23)nc2ccccc21,-2%,18%,0.0%,-3%,i,9.7%,7%,-0.5%,4%
CCOC(=O)N1CCN(C2CCCN(C(=O)c3ccccc3N(C)C)C2)CC1 (configuration not stated),3%,-16%,-0.4%,22%,.,-1.4%,-10%,-3.9%,-25%
CCNC(=O)CC1S/C(=N/N=C(\C)c2ccccc2)NC1=O (configuration not stated),-1%,6%,-0.2%,14%[20 µM],i,-0.4%,-9%,-1.5%,-10%
Cc1cccc(Nc2nnc(-c3ccc(N4CCOCC4)c([N+](=O)[O-])c3)c3ccccc23)c1,14%,8%,?,1%,i,-3.9%,1%,-3.3%,46%
O=C(Oc1ccc(Cl)c2ccccc12)N1CCCCC1,3%,-18%,-0.1%,16%,i,-2.8%,-1%,-0.7%,-34%
COc1ccccc1CNC(=O)Cn1cccc1C(=O)c1ccccc1C,13%,-11%,-0.4%,-10%,.,0.9%,-5%,-1.8%,-5%
O=[N+]([O-])c1ccc(/C=N/n2cnc3ccccc32)s1,-12%,19%,?,-30%,i,2.4%,10%,1.1%,21%
Cc1ccccc1OC(C)C(=O)NCCC1=CCCCC1 (configuration not stated),4%,-10%,-0.3%,16%,.,-0.4%,0%,-2.7%,-13%
O=C(Nc1ccc2oc(-c3ccccc3F)nc2c1)c1ccc2c(c1)OCCO2,28%,37%,0.3%,-7%,i,1.0%,1%,5.0%,-4%
CN(Cc1ccccc1)C(=O)c1ccccc1NC(=O)C1CC1,7%,12%,0.0%,2%,i,2.6%,-9%,-5.8%,-23%
COc1ccc(C(=O)Nc2cc3c(cc2C#N)OCO3)cc1S(=O)(=O)NCc1ccco1,-5%,5%,0.3%,-4%,i,-0.3%,4%,2.0%,-13%
COc1ccc(C2CC(c3ccc(Br)cc3)=NN2C(=S)Nc2ccccc2)cc1 (configuration not stated),22%,-4%,-1.0%,9%,i,-0.4%,-8%,-0.5%,-18%
O=C(c1ccco1)N1CCN(S(=O)(=O)c2ccc(Cl)cc2)CC1,-4%,18%,-0.9%,-19%[20 µM],.,-1.5%,7%,-0.8%,-26%
CCOC(=O)C1(Cc2cccc(Cl)c2)CCCN(C(=O)c2c(CC)noc2C)C1 (configuration not stated),-2%,-39%,-0.5%,44%,.,-1.8%,-7%,-6.9%,20%
C=CCn1c(NCc2ccccc2OC)nc2ccccc21,9%,-6%,-1.3%,9%,.,0.3%,-6%,-1.1%,-21%
CCOc1ccccc1NC(=O)C(OC(=O)c1ccc(N(C)C)cc1)c1ccccc1 (configuration not stated),17%,5%,0.4%,5%,i,1.6%,-6%,4.6%,-13%
Cc1nn(-c2ccccc2)c(C)c1C(=O)NCCc1ccc(Cl)cc1,36%,7%,-0.8%,36%,.,1.2%,0%,-3.8%,-28%
CCN(CC)Cc1c(O)ccc2c1O/C(=C\C=C\c1ccccc1)C2=O,18%,1%,-0.3%,39%,i,116%*,16%,3.1%,0%
Cc1ccc(OCC(=O)N/N=C/c2cccc3cccnc23)cc1,2%,11%,-0.2%,-16%,.,2.7%,2%,-1.1%,-16%
O=C(CSc1ncn(-c2ccccc2)n1)Nc1ccc2c(c1)OCO2,-4%,-11%,0.4%,-16%,i,-1.0%,0%,-6.6%,14%
O=C(O)c1cc(N/N=C/c2ccncc2)ccc1Cl,3%,2%,0.3%,1%,i,0.3%,-4%,3.0%,3%
CCCCc1c(O)nc(SCC(=O)N2CCOCC2)n(-c2ccccc2OC)c1=O,21%,-8%,-0.4%,-38%,.,-1.4%,6%,2.3%,-30%
O=C(NCc1cccnc1)c1cn(-c2ccccc2)nc1-c1ccccc1,-10%,-11%,-0.3%,6%,i,0.5%,6%,-1.0%,-24%
# Going on with the list:
SMILES,AID2073,NOD2 inhibition,West Nile virus CPE,KOR beta-arrestin-1,Yfh1-depleted yeast,HIV fusion peptide,NS5 inhibitors,KOR beta-arrestin-2,NOD1 inhibition
Cc1ccc(S(=O)(=O)N2CCCC2c2nc3ccccc3s2)cc1 (configuration not stated),3%,27%,-1.3%,7%,i,-0.5%,-4%,0.1%,28%
CC(=O)Nc1ccc(S(=O)(=O)Nc2nnc(CC(C)(C)C)s2)cc1,37%,17%,0.3%,-3%[20 µM],i,2.3%,-1%,.,-9%
CCC(C(=O)N1CCc2ccccc2C1)n1nc(C)n2c(cc3occc32)c1=O (configuration not stated),6%,-1%,0.2%,28%,i,-0.8%,2%,1.2%,-11%
Cc1cc(N)n(-c2ccccc2)n1,-2%,6%,.,-5%,.,-2.6%,-3%,-0.8%,-7%
NC(=O)c1cccn1Cc1ccccc1Cl,8%,-29%,-0.5%,-41%,i,0.0%,-4%,7.5%,-12%
Cc1ccc(-c2nc3cc(C)ccc3o2)cc1,-1%,-152%,0.5%,13%,i,-1.8%,-8%,0.3%,-33%
COCCc1ncc(CN2CCCC(C(=O)Nc3cccc(-c4cccc(C)c4)c3)C2)cn1 (configuration not stated),-4%,-17%,-0.4%,-24%,.,1.0%,0%,6.5%,-10%
CC1CN(C(=O)COC(=O)c2ccccc2O)CC(C)O1 (configuration not stated),-2%,16%,0.7%,-4%,.,2.7%,-3%,4.7%,28%
Cn1c(N)c(C(=O)COC(=O)c2ccccc2NCc2ccco2)c(=O)n(C)c1=O,9%,10%,-1.1%,-10%,i,0.4%,-2%,-4.4%,-26%
CCN(C(=O)COC(=O)c1cc([N+](=O)[O-])ccc1N1CCCCC1)C1CCS(=O)(=O)C1 (configuration not stated),-19%,3%,-0.4%,19%,i,-1.6%,9%,-3.5%,-15%
C/C=C(\C)C(=O)NCCN1C2=NC[C@H](C)N2C[C@@H]1Cc1ccc(OC)cc1,7%,-10%,-0.4%,6%,i,-0.3%,8%,2.8%,-30%
CCOC(=O)C1=C(O)C(=O)N(c2ccc(S(N)(=O)=O)cc2)C1c1ccc(Cl)cc1 (configuration not stated),0%,7%,0.8%,-25%,i,4.6%,9%,4.5%,1%
Cc1ccc(CNC(=O)C2=CCN(S(=O)(=O)c3ccc(C)cc3)CC2)cc1,-24%,11%,.,-5%,.,-1.0%,-6%,-2.0%,-29%
COCCCNC(=S)Nc1ccc(S(=O)(=O)Nc2cc(OC)nc(OC)n2)cc1,17%,2%,-0.2%,10%,.,-0.9%,-7%,-1.2%,-29%
O=S(=O)(NC1CCCC1)c1ccc(S(=O)(=O)NC2CCCC2)cc1,2%,-13%,1.1%,-25%,i,1.7%,-1%,11%,13%
COc1cc(C(=O)Nc2nc3ccccc3[nH]2)cc(OC)c1OC,0%,3%,1.3%,14%,i,-1.0%,-3%,-2.5%,-37%
Cc1ccsc1C(=O)N1CCN(S(=O)(=O)c2cccs2)CC1,12%,-9%,-0.3%,-7%,i,-0.6%,-5%,-3.3%,-11%
O=C(Nc1nnc(-c2ccco2)s1)C1CCN(S(=O)(=O)c2ccc(Cl)cc2)CC1,12%,10%,-0.9%,-18%,i,-0.5%,-5%,-2.5%,7%
O=C(NC(=S)Nc1ccccc1)c1cncc(C#Cc2ccccc2)c1,-15%,-5%,-0.1%,18%,i,-0.3%,-9%,-2.7%,-7%
CC(C(=O)NCCN1CCOCC1)c1ccc([N+](=O)[O-])cc1 (configuration not stated),0%,4%,-0.1%,11%,i,-1.2%,-7%,-0.8%,-11%
CCN(CCCNC(=O)C1CCC(=O)N1C(C)C)c1cccc(C)c1 (configuration not stated),-8%,10%,1.2%,4%,i,-2.3%,-2%,1.4%,6%
CCOC(=O)c1[nH]cc(-c2ccccc2)c1N1CCOCC1,-11%,0%,-0.2%,29%,i,-2.2%,-2%,-2.8%,4%
O=CN1Cc2ccccc2-c2ccccc2C1,9%,-4%,0.7%,-68%[20 µM],.,1.7%,5%,-2.0%,-11%
Cc1ccc(NC(=O)C2(c3ccccc3)CCOCC2)c([N+](=O)[O-])c1,-4%,-1%,-0.6%,.,i,-1.1%,4%,-2.0%,-21%
Cc1cccc(C(=O)n2cnnc2N)c1,-1%,6%,0.8%,9%[20 µM],i,-1.3%,5%,-3.2%,-10%
CC/C(=C\C(=O)c1ccncc1)Nc1ccc(O)cc1,-1%,18%,-0.3%,2%,i,1.7%,8%,.,24%
COc1cccc(NC(=O)N2CCC(NC(=O)c3ccco3)CC2)c1,4%,9%,-0.5%,-7%,.,-0.5%,-4%,-1.2%,-10%
CCc1ccc(S(=O)(=O)n2c(C)nc3ccccc32)cc1,-18%,6%,0.3%,-13%,.,0.2%,-1%,1.1%,14%
CC1CCCCN1C(=O)CSc1nc2c(c(=O)n(C)c(=O)n2C)n1C (configuration not stated),7%,17%,-0.1%,-12%,.,-1.3%,2%,-2.4%,3%

# Laid out differently: 9 of the compounds above.
structure | AID2073 | NOD2 inhibition | West Nile virus CPE | KOR beta-arrestin-1 | Yfh1-depleted yeast | HIV fusion peptide | NS5 inhibitors | KOR beta-arrestin-2 | NOD1 inhibition
Cc1ccc(S(=O)(=O)N2CCCC2c2nc3ccccc3s2)cc1 (configuration not stated) | 3% | 27% | -1.3% | 7% | i | -0.5% | -4% | 0.1% | 28%
CC(=O)Nc1ccc(S(=O)(=O)Nc2nnc(CC(C)(C)C)s2)cc1 | 37% | 17% | 0.3% | -3%[20 µM] | i | 2.3% | -1% | . | -9%
CCC(C(=O)N1CCc2ccccc2C1)n1nc(C)n2c(cc3occc32)c1=O (configuration not stated) | 6% | -1% | 0.2% | 28% | i | -0.8% | 2% | 1.2% | -11%
Cc1cc(N)n(-c2ccccc2)n1 | -2% | 6% | . | -5% | . | -2.6% | -3% | -0.8% | -7%
NC(=O)c1cccn1Cc1ccccc1Cl | 8% | -29% | -0.5% | -41% | i | 0.0% | -4% | 7.5% | -12%
Cc1ccc(-c2nc3cc(C)ccc3o2)cc1 | -1% | -152% | 0.5% | 13% | i | -1.8% | -8% | 0.3% | -33%
COCCc1ncc(CN2CCCC(C(=O)Nc3cccc(-c4cccc(C)c4)c3)C2)cn1 (configuration not stated) | -4% | -17% | -0.4% | -24% | . | 1.0% | 0% | 6.5% | -10%
CC1CN(C(=O)COC(=O)c2ccccc2O)CC(C)O1 (configuration not stated) | -2% | 16% | 0.7% | -4% | . | 2.7% | -3% | 4.7% | 28%
Cn1c(N)c(C(=O)COC(=O)c2ccccc2NCc2ccco2)c(=O)n(C)c1=O | 9% | 10% | -1.1% | -10% | i | 0.4% | -2% | -4.4% | -26%

# Compound activity (PubChem BioAssay)

# Not all compounds are listed (hit frequency here may not be typical).
